NCI-60 one-dose screen, 48 h, at 10 µM unless noted. Numbers give growth in % (100 = growth as untreated, 0 = no growth, -100 = all killed).
HCT-116: HCT-116 colon cancer; AID 1794798; 82,000 tested, 7.3% active
HT29: HT29 colon cancer; 81,000 tested, 7.4% active; AID 1794748
HCT-15: HCT-15 colon cancer. 82,000 tested, 5.2% active
KM12: KM12 colon cancer cells. AID 1794800. 82,000 tested, 5% active
SW-620: SW-620 colon cancer; 82,000 tested, 5.2% active; AID 1794795
IGROV1: IGROV1 ovarian cancer; 79,000 tested, 4.7% active
COLO 205: COLO 205 colon cancer. 79,000 tested, 7.3% active
SK-OV-3: SK-OV-3 ovarian cancer cells; AID 1794785; 80,000 tested, 3.2% active
OVCAR-4: OVCAR-4 ovarian cancer cells; 80,000 tested, 3.7% active
The depositor's hits bear a star; nt = no result given. How the source made its calls: active means growth percent below 10; inactive means the rest. Not a hit list; 12% or so of the library scored in one or more.

[1] COC(C)CCOC(=O)c1ccc(C(C)C)cc1 (stereo not given)
[2] O=C(OCCBr)c1ccc(Cl)c([N+](=O)[O-])c1
[3] Cc1nn(-c2ccc(Cl)cc2Cl)c(=O)n1C#N
[4] O=C1/C(=C/c2ccc(O)cc2)COc2ccc(O)c(O)c21
[5] CC[C@H](C)[C@@H]1NC(=O)[C@@H]([C@@H](C)CC)NC(=O)CC(=O)[C@H](C)[C@H](/C=C(\C)C[C@H](C)C/C(C)=C/c2cnco2)OC1=O

Screen / compound no.	1	2	3	4	5
HCT-116	94.0	92.4	99.3	20.8	89.1
HT29	111.4	45.4	103.5	44.6	106.3
HCT-15	96.8	90.9	106.1	-29.3*	95.0
KM12	111.9	63.1	106.5	19.8	99.8
SW-620	100.1	103.0	103.2	28.4	105.6
IGROV1	118.7	102.0	105.9	8.8*	98.6
COLO 205	118.2	105.5	130.9	91.8	113.1
SK-OV-3	96.1	79.4	103.8	nt	nt
OVCAR-4	125.2	nt	100.1	43.7	85.3

[6] COc1c(Cl)c(Cl)cc(Cl)c1Cl
[7] CCOC(=O)c1c(C)nc2ccccc2c1/C=C/c1ccc(Br)cc1
[8] CCOC(=O)/C(C#N)=N/Nc1ccc(S(=O)(=O)N=C(N)N)cc1
[9] Cc1ccc(N2CCN(CC(O)c3ccccc3)CC2)cc1 (stereo not given)
[10] COc1ccc(C(=O)CCN2CCC3CCC(C3)C2)cc1 (stereo not given)

Screen / compound no.	6	7	8	9	10
HCT-116	80.6	52.1	97.2	100.8	101.3
HT29	89.5	68.0	111.4	105.8	101.4
HCT-15	115.4	73.1	98.5	102.9	105.9
KM12	102.8	75.8	103.6	113.5	96.6
SW-620	103.7	88.4	100.9	114.4	109.7
IGROV1	108.6	57.7	104.5	120.0	122.7
COLO 205	110.1	81.1	112.8	109.7	112.4
SK-OV-3	99.5	81.4	108.3	118.3	106.9
OVCAR-4	114.0	63.2	101.2	125.7	102.1

[11] O=[N+]([O-])c1cccc(N=C(Nc2cccc([N+](=O)[O-])c2)c2ccccc2)c1
[12] C/C(=N/O)c1ccc(NC(=O)CSc2nnc(-c3ccc(-c4nc5ccc(Cl)cc5[nH]4)cc3)o2)cc1
[13] COC(=O)c1nc(-c2ccc(C)cc2)oc1S(=O)(=O)c1cccc(OC)c1
[14] Cc1nc2sc3cc(O)ccc3c2c(=O)[nH]1
[15] COc1ccc(-c2cc3cnc4ccccc4c3oc2=O)cc1

Screen / compound no.	11	12	13	14	15
HCT-116	58.1	4.7*	61.6	96.6	93.3
HT29	47.5	31.4	97.1	88.1	96.8
HCT-15	68.3	78.1	62.0	102.7	92.3
KM12	84.2	2.4*	93.5	95.1	103.0
SW-620	101.1	-54.9*	65.5	102.9	95.8
IGROV1	84.4	34.5	81.5	117.1	106.0
COLO 205	109.5	50.3	-9.0*	93.2	103.4
SK-OV-3	106.6	39.6	105.3	114.6	93.9
OVCAR-4	84.7	14.5	106.7	105.5	102.6

[16] COc1cc(/C=C2\SC(=S)N(CC(=O)O)C2=O)ccc1OCCCCOc1ccc(/C=C2\SC(=S)N(CC(=O)O)C2=O)cc1OC
[17] O=C(Cn1cc[n+](CC(=O)c2ccc(F)cc2F)c1)Nc1cccc2cccnc12
[18] CC(=O)OCCN1C=C(S(=O)(=O)c2ccccc2)C2=NCCCN2C1=O
[19] CS(=O)(=O)Nc1ccc(C(=O)N=Nc2c(O)[nH]c3ccc(Br)cc23)cc1
[20] C[C@@H]1C(=O)N(C[C@H](Cc2ccccc2)NC(=O)OCc2ccccc2)[C@]1(Cc1ccccc1)C(=O)OCc1ccccc1

Screen / compound no.	16	17	18	19	20
HCT-116	108.3	104.8	114.9	105.1	32.3
HT29	108.1	105.1	106.5	104.9	43.7
HCT-15	107.0	102.4	101.8	93.4	39.3
KM12	104.9	99.7	105.0	98.9	26.6
SW-620	106.4	100.7	98.2	103.5	52.6
IGROV1	107.3	95.6	105.9	109.9	69.5
COLO 205	121.5	107.3	111.7	127.4	7.2*
SK-OV-3	103.7	105.7	95.6	124.3	54.8
OVCAR-4	110.0	100.5	101.1	109.1	22.1

[21] Cc1ccc(N2C(=O)C=CC2=O)cc1
[22] COC(=O)/C=C/N1CCOCC1
[23] COc1ccc(C(C(=O)NCCN2CCOCC2)N(C(=O)C2CC2c2ccc(F)c(F)c2)c2ccc(C)cc2)c(OC)c1 (stereo not given)
[24] O=C(/C=C/c1c(Cl)nc2sccn12)c1nccs1
[25] CCCCSc1nc(N)nc2c1ncn2C1OC(CO)C(O)C1O (stereo not given)

Screen / compound no.	21	22	23	24	25
HCT-116	101.3	96.2	79.1	81.1	104.0
HT29	96.3	82.4	96.4	97.5	87.5
HCT-15	113.5	106.0	107.1	99.3	96.9
KM12	108.2	100.7	98.1	89.7	95.6
SW-620	-11.5*	99.6	114.4	77.8	110.7
IGROV1	nt	98.7	86.6	101.3	109.3
COLO 205	83.6	108.0	112.5	103.9	103.9
SK-OV-3	121.5	97.6	97.6	89.8	104.2
OVCAR-4	106.7	117.1	90.5	109.1	117.9

[26] C[C@@H]1C=C(I)[C@@]2(CCCO)c3c(oc4ccccc34)-c3ccccc3[C@@H]12
[27] COc1cccc(OC)c1Oc1c(-c2nc3ccccc3s2)c(C)nn1-c1ccccc1
[28] CCN1C(=O)/C(=c2\sc3n(c2=O)NC2C(N=3)N(C)C(=O)N2C)c2ccccc21 (stereo not given)
[29] COc1ccc(NC(=O)CN2CCN(c3ncnc4c3cnn4-c3ccccc3)CC2)cc1
[30] CCOC(CCCCCOCc1ccccc1)OCC

Screen / compound no.	26	27	28	29	30
HCT-116	80.3	53.8	98.3	74.4	103.9
HT29	95.7	71.2	108.0	87.2	107.0
HCT-15	87.1	51.7	97.4	59.0	108.3
KM12	89.7	59.7	108.1	75.0	104.4
SW-620	91.1	88.0	106.5	97.7	103.4
IGROV1	102.1	46.5	95.3	56.8	107.7
COLO 205	113.4	98.4	116.4	86.7	105.3
SK-OV-3	121.0	75.3	101.7	91.4	106.4
OVCAR-4	96.8	63.4	102.3	63.5	99.5

Some of the entries above, set out differently.
#27 COc1cccc(OC)c1Oc1c(-c2nc3ccccc3s2)c(C)nn1-c1ccccc1
  HCT-116: 53.8 | HT29: 71.2 | HCT-15: 51.7 | KM12: 59.7 | SW-620: 88.0 | IGROV1: 46.5 | COLO 205: 98.4 | SK-OV-3: 75.3 | OVCAR-4: 63.4

#28 CCN1C(=O)/C(=c2\sc3n(c2=O)NC2C(N=3)N(C)C(=O)N2C)c2ccccc21 (stereo not given)
  HCT-116: 98.3 | HT29: 108.0 | HCT-15: 97.4 | KM12: 108.1 | SW-620: 106.5 | IGROV1: 95.3 | COLO 205: 116.4 | SK-OV-3: 101.7 | OVCAR-4: 102.3

#29 COc1ccc(NC(=O)CN2CCN(c3ncnc4c3cnn4-c3ccccc3)CC2)cc1
  HCT-116: 74.4 | HT29: 87.2 | HCT-15: 59.0 | KM12: 75.0 | SW-620: 97.7 | IGROV1: 56.8 | COLO 205: 86.7 | SK-OV-3: 91.4 | OVCAR-4: 63.5

#30 CCOC(CCCCCOCc1ccccc1)OCC
  HCT-116: 103.9 | HT29: 107.0 | HCT-15: 108.3 | KM12: 104.4 | SW-620: 103.4 | IGROV1: 107.7 | COLO 205: 105.3 | SK-OV-3: 106.4 | OVCAR-4: 99.5

Continuation:
[31] NC(=O)Nc1ccc(S(=O)(=O)c2ccc(N)cc2)cc1
[32] Cc1cccc(Cl)c1NC(=O)NNC(=O)CSc1nc2sc3c(c2c(=O)n1-c1ccc(Cl)cc1)CCCC3
[33] CCOC(=O)C(CC)C(C)=O (stereo not given)
[34] O=C(O)c1ccc(-n2cc(/C=N/Nc3ccccc3F)c(-c3cc4ccccc4oc3=O)n2)cc1
[35] Cc1cc(Cl)nc(N(CCCNc2ccnc3cc(Cl)ccc23)Cc2ccccn2)n1

Screen / compound no.	31	32	33	34	35
HCT-116	95.5	102.6	105.3	59.3	14.9
HT29	105.0	114.0	101.8	101.7	10.2
HCT-15	101.7	100.1	95.4	77.7	35.2
KM12	111.3	103.2	112.3	81.0	48.0
SW-620	nt	96.5	101.4	103.3	53.3
IGROV1	nt	107.5	105.9	81.7	44.1
COLO 205	113.7	119.6	113.0	108.5	nt
SK-OV-3	114.0	125.5	109.6	82.5	65.0
OVCAR-4	124.0	99.1	96.1	94.5	41.4

[36] O=C1/C(=C/c2ccc(-c3ccc(Cl)cc3)o2)SC(=S)N1CCc1ccc(O)cc1
[37] CC(C)N(CCOC(=O)c1cc(Br)cc(-c2ccccc2)c1O)C(C)C
[38] C#Cc1cccc(Nc2ncnc3ccc(NC(=O)c4cccs4)cc23)c1
[39] Cc1ccccc1CC(=O)O
[40] C#C[C@]1(O)CC[C@H]2[C@@H]3CC=C4c5sc(-c6ccccc6)nc5CC[C@]4(C)[C@H]3CC[C@@]21C

Screen / compound no.	36	37	38	39	40
HCT-116	48.8	103.9	64.4	102.1	78.2
HT29	25.2	105.0	84.5	109.8	74.2
HCT-15	67.5	101.4	68.9	108.6	52.3
KM12	22.9	104.3	85.4	113.4	78.9
SW-620	26.6	104.5	107.0	107.6	89.9
IGROV1	31.8	96.4	26.2	84.9	95.8
COLO 205	16.8	114.0	105.1	114.9	116.2
SK-OV-3	44.8	114.1	74.5	107.3	111.1
OVCAR-4	25.6	113.2	41.6	105.9	105.6
